OPRM1-OPRD1 inv – inverse agonists of MOR-DOR heterodimerization, primary screen, cell-based, luminescence; AID 504357, 2011; cell-based MOR-DOR heterodimer luminescence, inverse agonism; 340,000 tested, 0.21% active; inhibition, % at 9.3 µM; Mu-type opioid receptor (Homo sapiens) + Delta-type opioid receptor (Homo sapiens), …; in the data active = inhibition above about 22%, passing the limit was not always enough;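 also: 0% = cells with DMSO and 100% = wells without cells with DMSO; values of inactives mirror those of a sister screen read the other way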
Target sequence (P35372 whole entry, looked up): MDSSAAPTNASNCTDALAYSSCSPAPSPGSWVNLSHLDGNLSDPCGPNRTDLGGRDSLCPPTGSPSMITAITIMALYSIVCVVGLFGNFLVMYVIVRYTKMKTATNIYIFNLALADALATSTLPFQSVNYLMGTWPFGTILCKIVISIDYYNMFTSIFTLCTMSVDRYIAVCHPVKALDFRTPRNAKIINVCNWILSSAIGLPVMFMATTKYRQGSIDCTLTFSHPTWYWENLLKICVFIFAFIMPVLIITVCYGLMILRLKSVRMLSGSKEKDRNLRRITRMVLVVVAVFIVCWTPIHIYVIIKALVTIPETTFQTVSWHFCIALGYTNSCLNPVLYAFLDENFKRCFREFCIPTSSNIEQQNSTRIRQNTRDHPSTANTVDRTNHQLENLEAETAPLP
Target sequence (P41143 whole entry, looked up): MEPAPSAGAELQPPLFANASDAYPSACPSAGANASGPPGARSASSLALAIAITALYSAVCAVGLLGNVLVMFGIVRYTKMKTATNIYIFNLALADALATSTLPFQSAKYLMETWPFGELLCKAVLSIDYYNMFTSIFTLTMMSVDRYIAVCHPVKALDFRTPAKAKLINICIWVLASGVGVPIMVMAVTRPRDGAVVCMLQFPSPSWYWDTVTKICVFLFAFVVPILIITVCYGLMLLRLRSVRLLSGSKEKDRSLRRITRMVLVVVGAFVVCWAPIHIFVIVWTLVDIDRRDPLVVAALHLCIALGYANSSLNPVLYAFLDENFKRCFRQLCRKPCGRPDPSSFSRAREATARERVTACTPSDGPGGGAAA
HTR5A ag – HTR5A agonists in luminescence cell assay, primary screen, counter-screen for OPRM1-OPRD1 heterodimer agonist project, full-deck HTS. 340,000 tested, 0.61% active. 5-hydroxytryptamine receptor 5A (Homo sapiens), P47898. AID 504692, 2011. cell-based. activation, % at 9.3 µM; in the data active = activation mostly above about 9.5%, no sharp cut-off; inactive = mostly below about 7.6%;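 also: 0% = cells with vehicle only and 100% = reference agonist; strong numbers were not always called active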
CAL PDZ FP – untagged CAL PDZ binding inhibitors, primary screen, biochemical, fluorescence polarization, HTS; Golgi-associated PDZ and coiled-coil motif-containing protein (Homo sapiens), Q9HD26; 300,000 tested, 0.92% active; inhibition, % at 24.9 µM; purified CAL PDZ, TMR-peptide fluorescence polarization, 1 h;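 active = mean inhibition of at least 30% with at least half of replicates also reaching 30%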;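 also: 0% = DMSO neutral control and 100% = excess unlabeled competitor peptide PRC23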
RTF Ca sens inh – cardiac RTF calcium sensitivity inhibitors, primary screen, biochemical, IANBD-TnC fluorescence, EC70 calcium. Troponin I, cardiac muscle (Homo sapiens) + Troponin T, cardiac muscle (Homo sapiens) + …. 340,000 tested, 0.12% active. inhibition, % at 7.15 µM. IANBD-labeled cardiac RTF, Ca2+ fluorescence;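 active = inhibition above the mean inhibition of all tested compounds plus 3 SD, cut at about 17% in these data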;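 also: assay run at fixed EC70 calcium of 1.6 mM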
HTR5A inv ag – HTR5A inverse agonists in luminescence cell assay, primary screen, counter-screen for OPRM1-OPRD1 heterodimer inverse agonist project, full-deck HTS | 5-hydroxytryptamine receptor 5A (Homo sapiens), P47898 | HTR5A cell line, inverse agonism | inhibition, % at 9.3 µM | 340,000 tested, 0.083% active | AID 504634, 2011; in the data active = inhibition mostly above about 23%, no sharp cut-off; inactive = mostly below about 18%;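 also: 0% = cells with DMSO and 100% = no-cell wells with DMSO; some compounds called inactive have numbers as strong as hits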
OPRM1-OPRD1 ag – agonists of OPRM1-OPRD1 heterodimerization, primary screen, cell-based, luminescence; Mu-type opioid receptor (Homo sapiens) + Delta-type opioid receptor (Homo sapiens), …; cells; activation, % at 9.3 µM; 340,000 tested, 0.3% active; in the data active = activation above about 18%;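 also: 0% = vehicle-treated cells and 100% = reference agonist; values of inactives mirror those of a sister screen read the other way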
Keap1 Nrf2 FP – Keap1-Nrf2 protein-protein interaction inhibitors, primary screen, biochemical, fluorescence polarization, single point; 340,000 tested, 0.15% active; Kelch-like ECH-associated protein 1 (Homo sapiens), Q14145; inhibition, % at 9.4 µM; Keap1 Kelch-Nrf2 peptide fluorescence polarization, 1536-well; in the data active = inhibition above about 12%;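 also: human Keap1 Kelch domain with fluorescein labeled Nrf2 9mer peptide probe; 0% = neutral control wells and 100% = peptide positive control; higher means more block of Keap1 binding to Nrf2 peptide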
cardiac RTF act – cardiac RTF calcium sensitivity activators, primary screen, biochemical, IANBD-TnC fluorescence, EC20 calcium; AID 493008, 2010; 340,000 tested, 0.24% active; activation, % at 7.2 µM; IANBD-labeled TnC RTF fluorescence at EC20 calcium; 0% EC20 calcium, 100% full calcium; Troponin I, cardiac muscle (Homo sapiens) + Troponin T, cardiac muscle (Homo sapiens) + …;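 active = activation above the mean over all tested compounds plus 3 SD, cut at about 30% in these data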;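 also: rise in fluorescence read as greater calcium sensitivity of cardiac thin filaments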
V-ATPase pHluor – regulators of yeast V-ATPase proton pumping, primary screen, pHLuorin cytosolic pH fluorescence; 350,000 tested, 0.37% active; S. cerevisiae; response, % at 10 µM; in the data active = response mostly above about 7.3%, no sharp cut-off; inactive = mostly below about 5.4%; also: actives read high; inactives centre near 0; some compounds called inactive have numbers as strong as hits; reference of the scale not given here
LANA DNA inh – inhibitors of KSHV C-LANA binding to DNA, primary screen, biochemical, fluorescence polarization, FAM-LBS DNA, MBP-C-LANA, single point | Kaposi's sarcoma herpesvirus LANA C-terminal domain (residues 932-1162) DNA binding | inhibition, % at 9 µM | 340,000 tested, 0.078% active | AID 504423, 2011;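 active = highest replicate inhibition at or above 60% at 9 µM, even if other replicates fall short; inactive = all replicates below 60% inhibition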;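 also: 0% = neutral control wells and 100% = 4 µM acridine orange control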
Starred values were filed as active, the others as inactive; . = not tested or not shown.

Every second line gives: OPRM1-OPRD1 inv	HTR5A ag	CAL PDZ FP	RTF Ca sens inh	HTR5A inv ag	OPRM1-OPRD1 ag	Keap1 Nrf2 FP	cardiac RTF act	V-ATPase pHluor	LANA DNA inh
CCSc1nc2ccccc2c(=O)n1-c1c(C)n(C)n(-c2ccccc2)c1=O
→ 13.0	-0.9	1.1	-6.1	2.4	-2.8	-6.2	2.4	-3.6	7.2
O=C1CSC(c2ccc([N+](=O)[O-])cc2)N1c1ccccc1F (stereo not drawn)
→ 3.1	-2.9	-7.3	-7.9	11.4	-0.7	-2.7	-4.1	4.9	-1.0
O=C(CSc1nnc(Nc2ccccc2)s1)Nc1ccc(S(=O)(=O)N2CCOCC2)cc1
→ 0.1	5.3	-1.9	-6.0	7.5	0.0	-0.9	-7.7	5.5	-1.4
S=c1[nH]c(-c2cccs2)cn1-c1ccccc1
→ -5.8	12.0	-2.5	-12.7	-34.0	0.9	1.2	-6.5	1.0	5.7
CCS(=O)(=O)N1CCN(C(=O)COc2ccc(-c3ccccc3)cc2)CC1
→ 8.5	-3.3	-0.6	-3.5	7.9	-1.8	1.4	-3.1	0.3	-0.5
Fc1ccccc1Nc1ncnc2c1nnn2Cc1ccccc1
→ 11.5	3.6	.	-3.9	-13.6	-2.6	1.5	-1.2	-0.8	-1.4
Cc1cc(NC(=O)Cn2nnc3sc4c(c3c2=O)CCCC4)no1
→ 1.2	2.5	0.1	-1.3	13.5	-0.2	-2.0	1.4	1.4	-0.5
COc1cc(CCC(=O)Nc2ccc(C)c(S(=O)(=O)N(C)C)c2)cc(OC)c1OC
→ 8.4	-2.9	-2.1	4.9	23.4	-1.6	-2.2	-3.0	0.0	-0.3
Nc1nccnc1C(=O)OCc1nc2sc3c(c2c(=O)[nH]1)CCCC3
→ 15.7	1.0	11.7	-14.8	-2.4	-3.0	-5.1	0.1	1.0	-0.7
O=C(O)c1cccc(S(=O)(=O)Nc2ccc(-c3ccccc3)cc2)c1
→ 10.1	0.1	1.2	-3.0	-0.3	-1.9	-2.7	-0.1	-1.4	2.0
CCCN1C2=C(C(=O)CCC2)C(c2ccc(O)c(Br)c2)C2=C1CCCC2=O
→ 13.7	-0.9	3.4	-8.9	-2.8	-2.2	4.8	5.1	-3.9	3.3
c1ccc(C2OC3c4cccc5cccc(c45)C3N2c2ccccc2)cc1 (stereo not drawn)
→ 38.0*	-3.5	-2.9	2.4	9.2	-7.6	-3.5	6.2	1.6	2.2
O=C(NCc1ccc(F)cc1)C(=O)NCC1OCCN1C(=O)c1cccs1 (stereo not drawn)
→ 5.8	1.4	-1.2	-1.5	-8.0	-1.1	3.8	-2.3	3.2	0.4
Cc1cccc(C)c1NC(=O)Nc1cccs1
→ -3.4	1.5	0.8	-1.0	-5.4	0.6	-4.9	-0.8	-3.1	-1.5
Cc1ccc(CNC(=O)/C=C/C(=O)O)cc1
→ 11.1	5.3	.	-12.2	-31.2	-2.2	-6.5	-2.3	0.8	1.1
O=S(=O)(NC1CCCC1)c1cc(F)ccc1F
→ 6.2	6.0	-1.3	-2.2	-25.8	-1.1	-0.7	0.1	4.4	-1.4
CCC(=O)c1ccc(N2CCCC2)c(F)c1
→ -5.7	-0.7	.	-8.3	2.4	1.0	1.3	8.2	-1.6	0.9
COc1ccccc1/C=C/C=N/N1CCN(Cc2cccc3ccccc23)CC1
→ -26.1	-4.8	0.4	-13.9	10.5	5.3	-1.6	0.8	1.3	-1.3
COc1ccc(NC(=O)c2cc(SC)ccc2Cl)cc1
→ 9.8	-2.2	-2.7	2.3	4.6	-1.6	-3.0	-4.3	-1.7	-0.6
O=C(Nc1cc(Cl)cc(Cl)c1)c1ccno1
→ 14.9	-2.5	-2.6	-3.7	9.3	-3.3	-0.9	0.5	3.3	2.6
COc1ccc(-c2nnc3sc(CCN4C(=O)c5ccccc5C4=O)nn23)cc1
→ 19.1	0.3	-0.9	-4.5	0.0	-3.3	-3.4	1.7	2.7	0.6
O=C(c1ccc(CS(=O)(=O)c2ccc(Br)cc2)o1)N1CCCC1
→ 10.2	7.7	-5.1	-6.9	-23.0	-2.0	0.3	-1.2	0.8	-0.3
CC1=CC(C2CC(=O)N(c3ccccc3C)C2=O)CC2C(=O)N(c3ccccc3C)C(=O)C12 (stereo not drawn)
→ 1.5	-2.9	-10.1	-8.5	-6.4	-0.3	-0.7	2.9	0.3	-1.6
NC(=O)CSc1nnc(-c2ccco2)n1-c1ccccc1
→ 8.9	-2.7	-1.0	-0.6	10.2	-1.8	-5.2	-5.9	1.4	0.0
CC(C)C(=O)NNC(=O)CSc1ncnc2c1cnn2-c1ccccc1Cl
→ 15.8	-0.4	7.4	-10.8	1.7	-2.7	2.6	2.2	1.2	-0.6
CN(CC(=O)Nc1ccccc1Br)C(=O)CNC(=O)Cc1cccc2ccccc12
→ 15.8	0.8	-2.0	-3.3	-29.4	-2.3	1.9	-4.4	-1.8	0.0
CCSc1nnc(NC(=O)C(C)Sc2nc3ccccc3[nH]2)s1 (stereo not drawn)
→ 4.9	6.3	-2.5	13.3	-8.9	-0.9	3.3	3.7	3.0	-0.5
O=C(NCc1ccc(F)cc1)C(=O)c1cn(CC(=O)N2CCCC2)c2ccccc12
→ 10.5	-1.7	-1.5	-2.2	21.4	-2.0	-1.8	2.9	-1.6	-0.9
Cc1nn(C)c(NC(=O)c2ccc(Cl)cc2Cl)c1Br
→ 0.2	2.5	-0.2	-9.5	-9.5	0.0	1.4	-2.1	0.7	-1.6
Cc1ccc(-c2cc(C(=O)Nc3cnn(C45CC6CC(CC(C6)C4)C5)c3)no2)cc1
→ 0.4	2.8	-3.1	4.3	-28.4	-0.1	4.1	3.1	-4.3	2.7
O=C(c1ccc(C(=O)N2CCCc3ccccc32)nc1)N1CCCc2ccccc21
→ 5.7	2.2	-1.2	2.1	-6.5	-1.0	3.3	-8.2	-0.8	1.2
CC(C)=CC1C(C(=O)NCCc2ccccc2)C1(C)C (stereo not drawn)
→ 11.5	2.1	3.4	-1.3	-5.5	-2.3	-0.7	-1.0	1.1	-3.6
S=c1[nH]nc(Nc2ccccc2)s1
→ .	.	5.0	.	.	.	-5.0	.	4.2	0.2
Cc1cccc(-n2cc(-c3ccccc3)c3c(N4CCOCC4)ncnc32)c1
→ -27.0	0.2	6.6	-5.3	-13.0	5.9	-8.0	-2.2	-3.4	-3.0
CCCOc1ccc(/C=N/Nc2ccc(C(=O)O)cc2)c(OCCC)c1
→ 12.9	0.9	4.2	0.9	-5.5	-2.7	-0.5	-6.9	-2.9	1.4
O=C(NCCN1CCN(c2ccccc2)CC1)c1ccc(NC(=O)C2CCCO2)cc1 (stereo not drawn)
→ 8.9	3.1	-1.9	-2.6	-4.5	-1.5	-1.3	4.2	-1.8	0.8
CCOc1ccc(NC(=S)Nc2ccc(Br)cc2Cl)cc1
→ 0.7	-1.6	.	-6.2	-7.0	-0.1	-5.3	1.6	0.9	0.5
C[C@H](CO)N1C[C@H](C)[C@@H](CN(C)S(=O)(=O)c2ccc(F)cc2)Oc2ccc(NC(=O)Cc3cn(C)c4ccccc34)cc2C1=O
→ 16.7	2.4	-2.4	-3.7	0.8	-2.9	-2.9	-6.2	0.8	0.2
CC(C)CN(C(=O)COC(=O)c1ccc2c(c1)NC(=O)CS2)C1CCS(=O)(=O)C1 (stereo not drawn)
→ -3.4	-1.0	-3.8	-10.3	2.9	0.6	-8.8	9.0	0.6	0.1
O=C(Nc1cc(S(=O)(=O)N2CCOCC2)ccc1N1CCCCC1)c1ccc(Cl)cc1
→ 4.0	-6.0	-8.0	-2.7	14.7	-1.0	3.5	-3.9	4.2	-1.3
Cn1c(-c2ccccc2)c(CCO)c2ccccc21
→ -15.3	5.9	10.1	-12.5	9.1	2.8	-1.8	-9.5	8.4	2.4
COc1ccccc1CNC(=O)CSc1nc(=O)n(Cc2ccncc2)c2c1CCC2
→ 9.3	4.6	-3.8	-0.3	15.5	-1.7	0.4	-4.6	3.0	0.8
C[C@@]12C(=O)N(Cc3ccco3)CC(=O)N1[C@H]1c3ccccc3OC[C@@H]1[C@@H]2c1ccccc1
→ 10.4	-4.1	-0.8	-1.4	-27.0	-1.7	-7.4	-0.8	2.6	0.4
CC(C)N1CCc2c(sc(NC(=O)c3ccco3)c2C(N)=O)C1
→ 15.4	7.9	0.3	-9.4	-11.8	-2.9	1.4	2.0	0.4	-0.8
Cc1n[nH]c(C)c1S(=O)(=O)N1CCC(C(=O)Nc2cccc(F)c2)CC1
→ 11.9	0.9	0.0	-1.5	-3.5	-2.3	-1.2	-4.8	-5.0	0.7
Cc1ccc(NC(=O)CC(=O)Nc2ccc(C)c(C)c2)cc1C
→ -33.7	5.9	-1.7	3.4	-14.2	6.0	-0.2	5.8	0.4	-1.0
O=C(c1ccccc1)c1ccc2ccccc2n1
→ -13.0	16.6	-1.5	-2.2	-44.5	2.1	-6.4	-3.4	-2.2	-2.6
O=C(CCc1nnc(Cc2ccc(-c3ccccc3)cc2)o1)NCCc1ccccn1
→ 8.4	-5.8	1.1	-4.9	32.3	-1.6	3.5	-2.0	-3.2	0.0
O=C(CSc1nnc(-c2ccc(O)cc2)o1)Nc1cccc(O)c1
→ 6.6	2.9	-7.4	-13.1	-7.0	-1.2	-0.5	3.1	0.8	1.7
CCCCC(=O)Nc1nnc(SCC(=O)N2CCN(c3ccccc3OC)CC2)s1
→ 6.9	5.0	-5.5	-5.9	-9.2	-1.3	3.1	1.5	1.0	-1.9

(next part)
Every second line gives: OPRM1-OPRD1 inv	HTR5A ag	CAL PDZ FP	RTF Ca sens inh	HTR5A inv ag	OPRM1-OPRD1 ag	Keap1 Nrf2 FP	cardiac RTF act	V-ATPase pHluor	LANA DNA inh
C/C(Cc1ccccc1)=N\NC(=O)CNC(=O)c1ccc(Cl)cc1
→ 15.7	-0.7	.	0.9	0.6	-3.1	-4.0	-0.8	1.1	-0.3
CC1CCN(C(=O)CCc2ccc(S(=O)(=O)NC(C)C)cc2)CC1
→ -0.4	-1.7	-2.3	-11.9	7.9	0.1	-1.7	3.9	5.4	-1.6
COc1ccc(C(C)=O)cc1CSc1nc(C)cc(C)n1
→ 9.5	-0.3	-0.1	-8.8	0.8	-1.9	-0.9	1.1	-1.8	0.5
CC(C)=CCc1cc(-c2oc3cc(O)cc(O)c3c(=O)c2O)ccc1O
→ -10.9	1.7	-1.9	4.2	-15.2	2.0	0.6	0.4	0.8	-2.1
